Compound activity: PubChem, National Center for Advancing Translational Sciences (NCATS)
DT40 TDP1 no CPT = qHTS for Inhibitors of human tyrosyl-DNA phosphodiesterase 1 (TDP1): qHTS in cells in absence of CPT. actives 15% (n = 420,000). AID 686978, 2013. Potency, µM (titrated, usually from 46.2 µM), for inactives: at the highest dose activity change, negative = growth inhibition, actives largely listed as inhibitors. DT40 Tdp1-/- hTDP1 cells, no CPT, ATP luminescence, 48 h; note: nearly all actives have a fitted effect of over 55% in size
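Chicken DT40 Tdp1-/- cells stably complemented with human TDP1 were seeded at 400 cells/well with DMSO in place of 20 nM camptothecin. After compound pinning, cells grew at least 48 hr at 37 °C; viability read by CellTiter-Glo luminescence.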
TDP1 inh = qHTS Assay for Inhibitors of Tyrosyl-DNA Phosphodiesterase (TDP1) | Potency, µM (titrated, usually from 130 µM), without a hit: top-dose activity change, negative = inhibition, most hits filed as inhibitors | recombinant TDP1, AlphaScreen DNA substrate cleavage | actives 0.28% (n = 350,000) | Tyrosyl-DNA phosphodiesterase 1 (Homo sapiens), Q9NUW8 | AID 485290, 2010; note: nearly all actives have a fitted effect of over 40% in size
Target sequence (Q9NUW8 whole entry, looked up): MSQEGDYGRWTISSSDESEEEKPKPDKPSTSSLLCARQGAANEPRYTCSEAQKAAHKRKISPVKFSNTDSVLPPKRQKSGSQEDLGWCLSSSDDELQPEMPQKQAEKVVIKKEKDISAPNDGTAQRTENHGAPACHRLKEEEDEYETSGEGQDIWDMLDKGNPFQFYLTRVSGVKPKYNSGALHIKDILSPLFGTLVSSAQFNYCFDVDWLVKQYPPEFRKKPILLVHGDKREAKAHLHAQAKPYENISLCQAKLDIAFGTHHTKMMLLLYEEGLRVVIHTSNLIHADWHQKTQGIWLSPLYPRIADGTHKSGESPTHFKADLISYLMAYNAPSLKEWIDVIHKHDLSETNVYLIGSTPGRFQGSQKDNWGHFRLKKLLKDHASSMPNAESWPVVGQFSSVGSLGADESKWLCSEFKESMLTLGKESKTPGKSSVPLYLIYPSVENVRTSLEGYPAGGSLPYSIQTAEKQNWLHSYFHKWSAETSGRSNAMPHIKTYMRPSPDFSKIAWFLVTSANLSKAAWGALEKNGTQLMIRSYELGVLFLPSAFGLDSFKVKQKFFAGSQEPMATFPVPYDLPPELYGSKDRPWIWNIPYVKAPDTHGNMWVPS
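Compounds were preincubated with Tdp1 (1 nM final) for 15 min at room temperature before substrate (15 nM final) started a 5 min reaction; beads (10 ug/ml final) were then added for 10 min before AlphaScreen detection.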
N370S GC mod = qHTS Assay for Inhibitors and Activators of N370S glucocerebrosidase as a Potential Chaperone Treatment of Gaucher Disease; Lysosomal acid glucosylceramidase (Homo sapiens), P04062; N370S GC spleen homogenate, 4MU-glucoside fluorescence; Potency, µM (series often up to 59.4 µM), for inactives: top-dose activity change, negative = inhibition, most hits filed as inhibitors; actives 0.092% (n = 330,000); AID 2101, 2009;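 note: 0% = full enzyme activity and -100% = no enzyme basal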
* marks the source's active call; other numbers are inactive results; ? = inconclusive; . = no result given; & = joins results of further samples; [ ] = remark or other dose. Calls come from the whole dose curve; as a rule, active = well fitted curve in the direction sought with a large enough effect; inconclusive = small, poorly fitted or top-dose-only effect, or another doubt; inactive = no such curve, though single readings can be large; an effect the other way counts as inactive or inconclusive. Unless noted, % is set by controls: 0 for no effect and ±100 for the full control effect; potency is the fitted concentration of half-maximal effect. This is a subset, so the mix of outcomes need not match the whole.

Order of values: N370S GC mod | TDP1 inh | DT40 TDP1 no CPT
- N#Cc1cccc(NC(=O)N2CC[C@@]3(CCCN(C(=O)c4cnccn4)C3)C2)c1
  -0.7% | . | -7.6%
- Cn1c(SCC(=O)NCc2ccco2)nnc1C1CCCC1
  -2.9% | 0.8% | 4.1%
- COc1ccc(C2=CC3=C(Br)C(=O)C(C)(OC(=O)C4CCCC4)C(=O)C3=CO2)cc1 (stereo not given)
  -5.1%&4.4% | 1.9% | -8.2%
- CCN1C=C(Cc2ccc(OC)cc2)C2=C(C1)C(c1ccc(OC)cc1)C(C#N)=C(N)O2 (stereo not given)
  -17.4% | 11.8% | 16.4µM*
- CCCCc1nn2c(=O)cc(COC(=O)c3cccc(Cl)c3)nc2s1
  . | 1.9% | -26.7%
- O=C(Nc1ccc(F)cc1)c1cnc(-c2ccccc2)nc1-c1ccccc1
  2.5% | 2.0% | -27.9%
- CCN(CC(=O)Nc1ccc(NC(C)=O)cc1)C(=O)Cc1coc2cc(C)c(C)cc12
  -7.5% | -4.6% | -21.0%
- COc1ccc(OC)c(/C=N/c2c(-c3ccc(O)c(OC)c3)nc3ccccn23)c1
  10.2% | 2.6% | -16.0%
- CCCCOc1ccc(NC2=NC3(CCCCC3)N=C(N)N2)cc1
  ? | 9.3% | 2.59µM*
- COc1ccc(C2NC(=O)c3sc4nc(C)c(C(C)=O)c(-c5ccc(Cl)cc5)c4c3N2)cc1 (stereo not given)
  17.2% | 0.0% | ?
- CCOC(=O)N1CCN(S(=O)(=O)N2CCCC(C(=O)NCCc3ccc(OC)c(OC)c3)C2)CC1 (stereo not given)
  -0.3% | -0.3% | 12.9%
- CCOc1ccc(CNS(=O)(=O)c2cc3c(cc2C)NC(=O)CO3)cc1
  . | -5.4% | 6.0%
- COc1cccc(C(=O)Nc2ccc(NC(=O)C3CC3)cn2)c1
  1.3% | -0.5% | -27.0%
- CCNc1nc(NCC)n2c(SCC(=O)Nc3ccc(NC(C)=O)cc3)nnc2n1
  -27.7% | -15.3%[0.505 µM] | 4.9%
- CCCCC12CN3CC(C)(CN(C1)C3c1cc(Br)ccc1O)C2=O (stereo not given)
  . | 2.3% | ?
- CC1CCCC(NC(=O)CCC(=O)c2ccc(F)cc2)C1C (stereo not given)
  3.8% | 0.0% | -28.0%
- CCCCCCC(=O)c1c(C)[nH]c(C(=O)OCC)c1C
  5.9% | -3.3% | ?
- NC(=O)c1oc2ccccc2c1NC(=O)C1COc2ccccc2O1 (stereo not given)
  16.5% | -4.3% | -11.1%
- O=C(CCSc1ccc(Cl)cc1)c1cccs1
  6.3% | 1.0% | 2.31µM*
- O=C(Cc1ccc(Cl)cc1)Nc1ccc(Br)cc1
  1.6% | 0.0% | ?
- O=S(=O)(CCc1nc2ccccc2[nH]1)c1ccc(Cl)cc1
  -2.5% | 9.6% | -23.7%
- CN(C)/C=N/c1sc2c(c1C#N)CCCC2
  11.6% | -2.6% | -19.1%
- CCOc1ccc(C2C(C(=O)c3ccco3)=C(O)C(=O)N2Cc2cccnc2)cc1 (stereo not given)
  -0.6% | 1.1% | -24.3%
- Cc1cccc2c1c1ccc3c(c1n2C)C(=O)C=CC3=O
  -28.0% | 5.7% | 0.411µM*
- COc1ccc(CCNC(=O)C2CC(c3ccc([N+](=O)[O-])cc3)=NO2)cc1 (stereo not given)
  -26.3% | 5.9% | ?
- CCOC(=O)CSc1nnc(CNc2nc(-c3ccccc3)cs2)n1C
  4.5% | 2.1% | -0.5%
- COc1cccc(C(=O)Nc2cc(NC(=O)c3ccco3)ccc2OC)c1
  8.5% | 6.8% | ?
- COC/C=C/C1=CC2=CC(=O)C(C)(O)C(=O)C2=CO1 (stereo not given)
  2.2% | -3.1% | .
- CCOC(=O)N1CCN(C(=O)C2CCN(S(=O)(=O)N3CCC4(CC3)OCCO4)CC2)CC1
  -20.7% | 0.8% | 18.6%
- CCCCC(CC(C)O)c1n[nH]c(=S)n1-c1ccccc1 (stereo not given)
  -1.7% | -2.7% | ?
- COc1ccccc1N1CCN(S(=O)(=O)CCNC(=O)C(c2ccccc2)c2ccccc2)CC1
  . | 5.3% | ?
- COc1ccc(NC(=O)CSC2=Nc3ccccc3C3=NC(CC(=O)NCc4ccccc4OC)C(=O)N23)cc1Cl (stereo not given)
  . | 0.0% | ?
- NC(=O)COC(=O)[C@@H]1CC(O)CN1S(=O)(=O)c1ccc2c(c1)OCCO2 (stereo not given in full)
  -14.8% | . | 0.2%
- C=CCc1c(C)nc(SC)nc1Nc1ccc(C(C)=O)cc1
  4.7% | 10.5% | 20.6µM*
- Cc1ccc2nc(-c3ccc(NC(=O)CSc4nccc(=O)[nH]4)cc3)sc2c1
  -4.9% | 2.4% | 6.3%
- CC1(C)CC(=O)C(N=Nc2ccc(Br)cc2)=C(O)C1
  -3.4% | 7.0% | ?
- C=CCn1c(SCc2cc([N+](=O)[O-])cc3c2OCOC3)nc2cc(C(=O)O)ccc2c1=O
  12.4% | 2.6% | 3.8%
- O=C(c1ccc2c(c1)N(Cc1ccc(Cl)cc1)C(=O)c1ccccc1S2(=O)=O)N1CCc2ccccc21
  . | 0.0% | 7.31µM*
- O=C(CCn1c(=O)oc2ccccc21)N1CCc2ccccc21
  -20.2% | 6.8% | -8.0%
- Cc1ccc(C2NC(=S)NC3=C2C(=O)CC(C)(C)C3)cc1 (stereo not given)
  4.7% | -2.3% | 6.2%
- Cc1ccc(CC(=O)Nc2ccncc2)cc1
  4.2% | -2.4% | 4.61µM*
- Cc1nn(-c2cccc(C(F)(F)F)c2)c(=O)c2ccccc12
  2.9% | . | -0.1%
- Nc1c2c(nc3sc4c(c13)CCCC4)CCCCCC2
  -4.1% | -0.6% | 13µM*
- CCc1nc(Nc2ccccc2OC)c2oc3ccccc3c2n1
  24.0% | . | ?
- COc1ccc(C)cc1N(CC(=O)Nc1cccnc1)S(=O)(=O)c1ccc(C)cc1
  -8.8% | 3.6% | ?
- O=S(=O)(Nc1cccc2ccccc12)c1cccs1
  -0.3% | 1.1% | 0.7%
- CN(C(=S)Nc1cccnc1)c1ccc(O)cc1
  -15.0% | -7.7% | ?
- N#C/C(=C\c1ccc(-c2ccccc2C(=O)O)o1)c1nc2ccccc2[nH]1
  -4.7% | -1.3%[12.3 µM] | 14.6µM*
- O=C(CSc1nc2c(cnn2-c2ccccc2)c(=O)[nH]1)NC1CCS(=O)(=O)C1 (stereo not given)
  -1.4% | 8.2% | 1.4%
- N#CC1=C(N)N(c2ccccc2)C2=C(C(=O)CCC2)C1c1ccsc1 (stereo not given)
  -3.2% | 5.5% | -8.3%
- O=C1COc2cc(S(=O)(=O)NCc3ccco3)c(Cl)cc2N1
  -10.7% | 56.2µM* | ?
- COC(=O)c1nonc1NCn1nnc2ccccc21
  . | -1.0% | 6.3%
- CN(C)CCOC(=O)CC12CC3CC(C1)CC(CC(=O)OCCN(C)C)(C3)C2
  10.2% | -2.8% | ?
- O=C(O)c1ccc(Nc2nc(-c3cccnc3)cs2)cc1O
  -2.3% | 7.5% | -0.2%
- COC(=O)c1cc(C(=O)OCC(=O)NC2CCS(=O)(=O)C2)cc([N+](=O)[O-])c1 (stereo not given)
  -11.6% | 5.0% | 6.4%
- CCCOc1ccc(-c2c(C(=O)N/N=C/c3ccccc3OCC)nnn2-c2nonc2N)cc1
  -4.5% | 2.1% | ?
- O=C(N/N=C/c1cccc2ccccc12)c1cc(C2CC2)[nH]n1
  7.3% | 1.1% | ?
- CCCCCC1CC(CC(=O)O)C(=O)O1 (stereo not given)
  6.1% | 1.1% | -7.4%
- Cc1nc(-c2ccc(O)c(O)c2)cs1
  -1.6% | 2.2% | ?
- COC(=O)c1ccccc1NC(=O)[C@H]1O[C@@H]2OC(C)(C)O[C@@H]2[C@H]2OC(C)(C)O[C@H]21
  . | 2.5% | -27.5%

Additional entries follow.
Order of values: N370S GC mod | TDP1 inh | DT40 TDP1 no CPT
- CCc1ccc(NC(=O)CC2C(=O)N(c3cccc(C)c3)C(=O)N2Cc2ccc(F)cc2)cc1 (stereo not given)
  . | 2.8% | -98.3%
- COc1ccccc1OCC(=O)Nc1sc2c(c1C(N)=O)CCC2
  . | -5.2% | ?
- CC(C)CCNC(=O)c1ccc(OC2CCN(S(=O)(=O)N(C)C)CC2)cc1
  -2.9% | 4.8% | ?
- CC(C)(C)C1CCC(OC(=O)C[N+]2(C)CCCCC2)CC1 (stereo not given)
  -4.1% | 2.5% | 10.3µM*
- O=C(c1cnccn1)N1CCC2(CC1)CCN(C(c1ccccc1)c1ccccc1)CC2
  -5.0% | . | ?
- CC1CCCCN1C(=O)CSc1nc2ccccc2nc1Cc1ccccc1 (stereo not given)
  . | -2.7% | ?
- O=C(c1ccc2c(c1)OCO2)N1CCN(S(=O)(=O)N2CCCCC2)CC1
  -11.9% | . | 0.1%
- Cc1cccc(NS(=O)(=O)c2cc(C(=O)OCC(=O)Nc3cc(C)on3)ccc2C)c1
  11.2% | 5.3% | -9.9%
- NC(=O)C(CCC(=O)c1ccc(Br)cc1)S(=O)(=O)c1ccccc1 (stereo not given)
  7.5% | -7.5% | 4.4%
- CC(=O)Nc1ccc2nc(CN3CCN(CC(C)C)C(CCO)C3)ccc2c1 (stereo not given)
  -7.4% | -2.6% | -12.3%
- CCC(NS(=O)(=O)c1ccc(OC)cc1)C(=O)NCCc1ccccc1 (stereo not given)
  -9.5% | . | 0.3%
- Cc1cc(NC(=O)CSc2ccccc2)no1
  2.5% | 0.0% | -10.6%
- CCc1ccc2nc(N3CCN(C(=O)C(C)(C)C)CC3)sc2c1
  -2.7% | 1.4% | 18.4µM*
- COc1ccc(C2(c3ccc(OC)cc3)NC(=O)N(CC(=O)NCC(C)c3ccccc3)C2=O)cc1 (stereo not given)
  . | 0.7% | 3.4%
- Cc1ccc(C)c(NC(=S)N(CCc2nc3cc(C)c(C)cc3[nH]2)Cc2cccnc2)c1
  4.3% | 4.8% | -24.6%
- O=C(Nc1ccccc1)Nc1ccc2ocnc2c1
  1.2% | -2.9% | -8.0%
- COc1ccc(N2CS(=O)CC2=O)cc1 (stereo not given)
  3.5% | 8.1% | 7.6%
- COc1ccc(NC(=O)c2ccc(S(=O)(=O)NCc3cccnc3)cc2)cc1
  -1.7% | . | ?
- COc1ccc(C(=O)Nc2cnccn2)cc1[N+](=O)[O-]
  3.5% | 1.8% | 6.7%
- CS(=O)(=O)N1CCN(c2nnc(-c3ccccc3)c3ccccc23)CC1
  -4.0% | 6.3% | -23.1%
- Cc1cc(NS(=O)(=O)c2ccc(NC(=O)CSc3nc4sc(C(=O)O)c(C)c4c(=O)[nH]3)cc2)no1
  -1.2% | 5.4% | 6.4%
- CC(C)c1ccc(CNc2nnnn2C)cc1
  -0.4% | 2.5% | 3.6%
- CCOC(=O)COc1coc(CN2CCN(c3ccc(F)cc3)CC2)cc1=O
  -0.3% | -0.8% | 20.3%
- O=C(CC1Sc2ccccc2NC1=O)NCc1ccc(Cl)cc1 (stereo not given)
  -3.0% | 3.8% | -10.0%
- CCOc1cc(/C=C2\SC(=N)N(c3nccs3)C2=O)ccc1OCCN1CCOCC1
  -21.9% | 12.7% | 20.6µM*
- Cc1ccc(C)c(N2CCN(CCCNC(=O)c3cnn(-c4ccccc4)c3C3CCN(C(=O)OC(C)(C)C)CC3)CC2)c1
  . | 2.1% | 4.61µM*
- CN1CCN(C(=S)NC(=O)c2ccco2)CC1
  2.5% | 2.6% | 6.5%
- Cc1c(Cl)cccc1NC(=O)Cn1nc(C)n2cccc2c1=O
  -10.7% | -0.6% | 28.0%
- COCCNC(=S)Nc1ccccn1
  9.1% | -4.7% | 15.4%
- CCOC(=O)c1c(S(=O)(=O)NCC(C)c2ccccc2)c(C)n(C)c1C (stereo not given)
  5.0% | 3.4% | -17.8%
- Cc1cc[n+](-c2[nH]c(=O)sc2/C=N/N=C(\[O-])c2ccncc2)cc1C
  -19.2% | -11.5% | 14.9%
- COc1ccc(OC)c(S(=O)(=O)Nc2cccc(F)c2)c1
  21.9% | -4.5% | -6.5%

Limited to TDP1 inh and N370S GC mod, for some of the entries so far:
canonical_smiles,TDP1 inh,N370S GC mod
COc1ccc(N2CS(=O)CC2=O)cc1 (stereo not given),8.1%,3.5%
COc1ccc(C(=O)Nc2cnccn2)cc1[N+](=O)[O-],1.8%,3.5%
